NR3A LBD binder: binders of NR3A ligand-binding domain, primary screen, biophysical, differential scanning fluorimetry, uHTS; Glutamate receptor ionotropic, NMDA 3A (GRIN3A) ligand-binding domain; NR3A LBD differential scanning fluorimetry, Tm shift; 0% = protein alone, 100% = glycine-bound protein; Tm shift relative to glycine control, % at 25 µM; 2.5% of 340,000 active;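 active = melting temperature shift of at least 10% of the positive control shift, at one fixed dose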
tim10-1 inh: growth inhibitors of tim10-1 mutant yeast, primary screen, luminescence, uHTS. S. cerevisiae tim10-1 ts strain growth, BacTiter-Glo, 24 h. 2.2% of 330,000 active. AID 463190, 2010. inhibition, % at 20 µM;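 active = inhibition of at least 40%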;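 also: mutant grown at 25 °C; 0% = DMSO wells with yeast and 100% = wells holding no yeast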
APJ antagonist: antagonists of human apelin receptor APJ, primary screen, CHO-K1 cells, beta-arrestin complementation, luminescence; inhibition, % at 20 µM; 0.32% of 330,000 active; AID 2521, 2010;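 active = inhibition above about 40% at 20 µM, limit read from the data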;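 also: cells challenged with 10 nM apelin-13 agonist together with compound; plate controls were apelin-13 plus DMSO wells for no effect and DMSO wells lacking apelin-13 for full effect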
Target sequence (P35414 whole entry, looked up): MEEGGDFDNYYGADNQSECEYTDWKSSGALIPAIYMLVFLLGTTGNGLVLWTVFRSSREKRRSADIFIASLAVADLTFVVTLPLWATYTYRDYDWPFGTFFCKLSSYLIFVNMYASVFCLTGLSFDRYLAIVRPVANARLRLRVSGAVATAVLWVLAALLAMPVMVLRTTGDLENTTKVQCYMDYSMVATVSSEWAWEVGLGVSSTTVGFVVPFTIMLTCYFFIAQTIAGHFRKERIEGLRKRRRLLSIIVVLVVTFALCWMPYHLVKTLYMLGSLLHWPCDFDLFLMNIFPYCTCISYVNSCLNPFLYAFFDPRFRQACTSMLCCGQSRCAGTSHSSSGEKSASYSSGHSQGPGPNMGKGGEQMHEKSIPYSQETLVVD
MPTP block: mitochondrial permeability transition pore inhibitors, primary screen, biochemical, isolated mouse mitochondria, absorbance | AID 602449, 2012 | inhibition, % at 10 µM | Ca2+ swelling absorbance, 30 min | 1.4% of 360,000 active;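 active = inhibition of 50% or more, scaled per plate between neutral and stimulator controls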;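 also: 0% = DMSO wells given calcium and 100% = 1 mM EGTA wells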
TIM10 inh: growth inhibitors of isogenic TIM10 control yeast, primary screen, counter-screen for tim10-1 yeast inhibitor project, luminescence, uHTS; inhibition, % at 10 µM; 1.4% of 330,000 active; S. cerevisiae TIM10 strain growth, BacTiter-Glo luminescence, 24 h;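 active = inhibition of 40% or more at the single tested concentration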;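 also: wild-type TIM10 isogenic control strain grown at permissive 25 °C; 0% = DMSO yeast wells and 100% = minimal medium wells without yeast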
tim23-1 inh: growth inhibitors of tim23-1 mutant yeast, primary screen, luminescence, uHTS | S. cerevisiae tim23-1 growth, BacTiter-Glo luminescence, 24 h | 1.3% of 330,000 active | inhibition, % at 20 µM | AID 463212, 2010;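 active = growth inhibition of the mutant yeast at or above 50%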;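 also: temperature-sensitive mutant grown at 25 °C; plate controls were DMSO-treated mutant yeast for no effect and medium wells lacking yeast for full effect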
NLRP3 yeast inh: NALP3 inflammasome inhibitors in reconstituted yeast, primary screen, luminescence, uHTS | Yeast reconstituted NLRP3/ASC/caspase-1, beta-gal luminescence, 24 h | inhibition, % at 10 µM | 0.39% of 330,000 active | AID 2825, 2010;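 active = inhibition of 50% or more; inactive = inhibition below 50%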;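 also: plate controls were induced DMSO wells for no effect and uninduced yeast grown without galactose for full effect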
MIN6 prolif: inducers of MIN6 beta-cell proliferation, primary screen, ATP luminescence, uHTS | proliferation, % at 10 µM | AID 2380, 2010 | 0.29% of 330,000 active | MIN6 cells proliferation, ATPlite luminescence, 48 h; cells starved in 0.2% serum; 100% = growth in 10% serum;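 active = compounds whose signal lies at least 3.5 SD above the mean of all wells on their plate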;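 also: 0% = DMSO-treated cells in low-serum medium and 100% = 10% serum control; some compounds called inactive have numbers as strong as hits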
APJ ag: agonists of human apelin receptor APJ, primary screen, CHO-K1 cells, PathHunter beta-arrestin, luminescence; P35414; 0% DMSO wells, 100% apelin; activation, % at 20 µM; 0.11% of 330,000 active;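 active = activation more than six SD over the plate average, tested at 20 µM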;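 also: 0% = DMSO alone and 100% = apelin-13 at 10 nM; some results filed as inactive read as strong as hits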
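Assay system: engineered CHO-K1 APJ arrestin reporter cells; Amount: 1000 CHO-K1 reporter cells seeded per well; Dosing: one dose, 20 µM compound, 1% DMSO; Times: compound stimulation 90 min at 25 °C, detection 60 min; Measured by: luminescent beta-gal fragment complementation, chemiluminescent substrate; Read-out: APJ–arrestin association signal; Controls: DMSO vs Apelin-13 10 nM.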
* hit, by the source's call; · = no result given.

#1 CC(=O)NCC1=C(NC(C)=O)C2CC1C(C)(C)C2C (centres undefined)
#2 Cc1cc(S(=O)(=O)Nc2cc(C)c(O)c(C)c2)c(C)s1
#3 CCOC(=O)Cc1csc(NC(=O)/C=C/c2ccc(Br)o2)n1
#4 CC(=O)N1c2ccc(S(=O)(=O)N3CCCC(C(=O)NCc4ccc(Cl)cc4)C3)cc2CC1C (centres undefined)
#5 O=C(NCCO)c1nc(C(=O)c2ccc(Cl)cc2)c2ccccc2n1
Screen / compound no.	1	2	3	4	5
NR3A LBD binder	·	1	-1	-1	-1
tim10-1 inh	6	25	13	5	-13
APJ antagonist	16	-25	5	-2	-9
MPTP block	·	0.3	4.2	4.4	2.1
TIM10 inh	0	24	21	6	10
tim23-1 inh	13	19	35	12	-10
NLRP3 yeast inh	9	1	21	-2	8
MIN6 prolif	-1	-6	-3	0	0
APJ ag	1	4	2	17	-4

#6 Cc1ccc(OCCNC(=O)Cc2ccc(F)cc2)cc1
#7 CCOc1ccccc1-c1nc(CN2CCCC2c2nccs2)c(C)o1 (centres undefined)
#8 COc1ccc2c(c1)c1nc3n(c(=O)c1n2CC(=O)Nc1cc(C)[nH]n1)CCS3
#9 CC(=O)NC(CC(=O)NNC(=O)c1cccs1)c1ccccc1 (centres undefined)
#10 CSc1nnc(C)c(=O)n1COC(=O)c1ccccc1
Screen / compound no.	6	7	8	9	10
NR3A LBD binder	0	-3	·	-2	-3
tim10-1 inh	22	21	6	2	16
APJ antagonist	11	-9	0	-47	0
MPTP block	1.4	-0.1	·	0.9	-0.7
TIM10 inh	11	5	-9	8	7
tim23-1 inh	5	14	1	21	3
NLRP3 yeast inh	24	25	4	14	7
MIN6 prolif	1	-3	-1	-6	-1
APJ ag	-4	-5	4	9	-2

#11 CC1CN(c2ccc([N+](=O)[O-])cc2Cl)CCN1S(C)(=O)=O (centres undefined)
#12 COc1ccc(NS(=O)(=O)c2ccc(C(=O)N(C)Cc3cccs3)cc2)cc1
#13 C=CCn1c(=O)c2c(nc3n2CCS3)n(C)c1=O
#14 O=C(CCc1ccc(S(=O)(=O)N2CCOCC2)cc1)OCC(=O)c1ccccc1
#15 CC1=Nn2c(nnc2-c2ccccn2)SC1
Screen / compound no.	11	12	13	14	15
NR3A LBD binder	1	0	-7	2	-2
tim10-1 inh	23	22	16	2	-1
APJ antagonist	-2	-5	-11	12	3
MPTP block	0.4	6.5	0.6	-1.7	1.2
TIM10 inh	4	5	14	-3	-4
tim23-1 inh	20	4	5	12	4
NLRP3 yeast inh	2	7	12	16	5
MIN6 prolif	0	-3	1	-4	0
APJ ag	-3	8	1	-3	-2

#16 COC(=O)c1ccc(S(=O)(=O)N2CCCN(Cc3ccc(F)cc3)CC2)n1C
#17 O=C(NNC(=O)c1ccc(-c2ccccc2)cc1)Nc1ccc(F)cc1F
#18 Cn1cc(CNC(=O)C23CC4CC(CC(C4)C2)C3)cn1
#19 O=C(CC1C(=O)NCCN1C(=O)Nc1ccccc1)Nc1ccc(F)cc1 (centres undefined)
#20 COc1cc2c(c(OC)c1OC)-c1c(cc3c(c1OC)OCO3)C[C@H](C)[C@@](C)(O)C2
Screen / compound no.	16	17	18	19	20
NR3A LBD binder	1	1	4	-1	2
tim10-1 inh	-12	-4	1	-9	7
APJ antagonist	-12	-5	3	3	-3
MPTP block	4.7	-0.7	-1.0	-1.2	0.5
TIM10 inh	2	-22	-22	-23	12
tim23-1 inh	15	-5	12	11	-5
NLRP3 yeast inh	20	1	1	30	16
MIN6 prolif	5	-4	-2	0	-3
APJ ag	-1	3	0	1	1

Five entries from above, reformatted:
no.	SMILES	NR3A LBD binder	tim10-1 inh	APJ antagonist	MPTP block	TIM10 inh	tim23-1 inh	NLRP3 yeast inh	MIN6 prolif	APJ ag
20	COc1cc2c(c(OC)c1OC)-c1c(cc3c(c1OC)OCO3)C[C@H](C)[C@@](C)(O)C2	2	7	-3	0.5	12	-5	16	-3	1
18	Cn1cc(CNC(=O)C23CC4CC(CC(C4)C2)C3)cn1	4	1	3	-1.0	-22	12	1	-2	0
19	O=C(CC1C(=O)NCCN1C(=O)Nc1ccccc1)Nc1ccc(F)cc1 (centres undefined)	-1	-9	3	-1.2	-23	11	30	0	1
16	COC(=O)c1ccc(S(=O)(=O)N2CCCN(Cc3ccc(F)cc3)CC2)n1C	1	-12	-12	4.7	2	15	20	5	-1
17	O=C(NNC(=O)c1ccc(-c2ccccc2)cc1)Nc1ccc(F)cc1F	1	-4	-5	-0.7	-22	-5	1	-4	3

Further records:
#21 Cc1cc(=O)n(C)c(=O)n1CCCCCCOc1ccc([N+](=O)[O-])cc1
#22 CC(=O)Nc1ccc(S(=O)(=O)NCc2ccc3c(c2)cc(C)n3C)cc1
#23 ON=C1CCN(c2ncc(C(F)(F)F)cc2Cl)CC1
#24 O=P(OC1CCCCC1)(OC1CCCCC1)C(O)c1c(Cl)cccc1Cl (centres undefined)
#25 COc1ccc(C2C(=O)N(C3CCCCCC3)CC(=O)N2Cc2ccccc2)cc1OC (centres undefined)
Screen / compound no.	21	22	23	24	25
NR3A LBD binder	·	-8	-1	-3	-1
tim10-1 inh	18	-2	25	43*	19
APJ antagonist	5	11	-12	-1	29
MPTP block	·	3.1	1.3	4.3	-0.9
TIM10 inh	-2	-5	15	34	19
tim23-1 inh	6	6	8	43	24
NLRP3 yeast inh	24	12	-13	-23	10
MIN6 prolif	-6	1	1	-1	0
APJ ag	-2	4	-3	-2	-3

#26 COc1ccc2ccccc2c1C1CC(=O)N2CN(Cc3ccco3)CSC2=C1C#N (centres undefined)
#27 COc1ccccc1C1CN(c2ccc(F)cc2F)N=C1c1cccs1 (centres undefined)
#28 CCC(C)c1ccc(OCC(=O)O)cc1 (centres undefined)
#29 O=C(NCc1cccnc1)c1ccc(S(=O)(=O)Nc2ccccc2)cc1
#30 Cc1ccc(-n2c(SCC(=O)NCCN3C(=O)CSC3=O)nnc2-c2ccccc2)cc1
Screen / compound no.	26	27	28	29	30
NR3A LBD binder	-7	2	0	0	-1
tim10-1 inh	25	18	6	-2	17
APJ antagonist	-2	-8	7	11	11
MPTP block	-0.3	3.9	1.0	-2.8	-0.3
TIM10 inh	11	12	0	4	10
tim23-1 inh	13	20	6	-2	-2
NLRP3 yeast inh	12	3	7	23	-6
MIN6 prolif	0	-4	-3	-2	5
APJ ag	5	5	3	-1	-5

#31 Cc1ccc(OCC(=O)N/N=C\c2ccc(-c3cccc(C(=O)O)c3)o2)c(C)c1
#32 NC(=O)CC(NC(=O)Cc1ccc(Br)cc1)c1ccc(N2CCC(N3CCCCC3)CC2)c([N+](=O)[O-])c1 (centres undefined)
#33 CC1(C)CC(=O)CC2(C1)NCC(c1ccccc1)c1c2[nH]c2ccccc12 (centres undefined)
#34 CSC(=NCc1ccc(F)cc1)NS(=O)(=O)c1cccs1
#35 O=C(CSc1nncs1)Nc1ccc(Cl)cn1
Screen / compound no.	31	32	33	34	35
NR3A LBD binder	12*	0	0	-3	-3
tim10-1 inh	19	5	4	23	1
APJ antagonist	0	11	6	3	-1
MPTP block	3.1	-1.4	-1.7	0.6	-1.2
TIM10 inh	-3	13	6	17	2
tim23-1 inh	7	15	20	18	10
NLRP3 yeast inh	7	11	13	-14	-4
MIN6 prolif	-2	-4	-3	-1	-2
APJ ag	0	5	-4	-2	-2

#36 CS(=O)(=O)N(CC(=O)NC1CCCC1)c1ccc2c(c1)OCCO2
#37 CCCC(=O)Nc1cc(-c2nnc(OC)c3ccccc23)ccc1N1CCCCC1
#38 Cc1cc(=O)[nH]c(N/N=C/c2ccc(Cl)cc2Cl)n1
#39 O=C(NNC(=O)c1ccccc1Br)c1ccc2nc[nH]c2c1
#40 CCOC(=O)N1CCC(NS(=O)(=O)c2cc(Br)cc3c2N(C(=O)CC)CC3)CC1
Screen / compound no.	36	37	38	39	40
NR3A LBD binder	2	·	0	-2	0
tim10-1 inh	4	49*	-20	7	5
APJ antagonist	4	5	-9	-5	1
MPTP block	0.2	·	-0.9	0.0	2.6
TIM10 inh	8	39	5	0	7
tim23-1 inh	4	37	14	9	10
NLRP3 yeast inh	0	-5	8	14	-9
MIN6 prolif	-2	-6	-3	-5	-3
APJ ag	-2	4	-4	3	-6

#41 Cc1cccc(Nc2nc(N)c([N+](=O)[O-])c(NCc3ccccc3)n2)c1
#42 CC1CCCN(Cc2nc3c(c(=O)n(C)c(=O)n3C)n2CC(=O)c2ccccc2)C1 (centres undefined)
#43 COC(=O)NC(=C(Cl)Cl)S(=O)(=O)c1ccccc1
#44 O=C(Nc1ccccc1N1CCCC1)C1=COCCO1
#45 c1ccc(COc2ccc(OCCCCN3CCCCC3)cc2)cc1
Screen / compound no.	41	42	43	44	45
NR3A LBD binder	1	1	-7	2	0
tim10-1 inh	13	21	-5	17	-10
APJ antagonist	12	15	-30	23	10
MPTP block	6.7	-1.9	0.7	-0.4	74*
TIM10 inh	27	9	-43	0	11
tim23-1 inh	44	25	-13	20	-44
NLRP3 yeast inh	4	15	9	-3	45
MIN6 prolif	-4	5	-2	-2	-3
APJ ag	-9	-2	1	-1	-1

#46 Cn1c(=O)[nH]c(=O)c2c1nc(SCCO)n2CCCc1ccccc1
#47 CCCc1cc(C(=O)Nc2cc(C)on2)no1
#48 CCNC(=S)Nc1ccc(N(c2ccccc2)C(C)C)cc1
#49 COC(=O)CNC(=O)c1ccc(F)cc1
#50 C=CCn1c(SCc2ccc(C#N)cc2)nnc1-c1cccc(Cl)c1
#51 CC1(C)Oc2ccc3ccc(=O)oc3c2[C@@H](O)[C@@H]1O
#52 CCOC(=O)c1[nH]c(C)c(/C(O)=C2\C(=O)C(=O)N(CCCN3CCOCC3)C2c2cccs2)c1C (centres undefined)
Screen / compound no.	46	47	48	49	50	51	52
NR3A LBD binder	-1	2	-10	-1	-2	1	1
tim10-1 inh	7	24	42*	-17	46*	-3	19
APJ antagonist	7	11	0	-22	7	-6	2
MPTP block	-0.2	-0.7	0.9	0.3	1.1	-1.1	3.1
TIM10 inh	-2	5	5	-15	23	3	11
tim23-1 inh	14	25	19	-25	41	1	-2
NLRP3 yeast inh	9	22	10	7	14	-6	6
MIN6 prolif	0	-5	-6	-1	0	1	1
APJ ag	-4	6	-4	2	-8	-4	-3
